High-throughput results (PubChem)
14-3-3 Bad PPI – disrupts binding of bovine 14-3-3 zeta to phospho-Bad peptide; AID 781; TR-FRET 14-3-3zeta/Dy647-pBad peptide displacement, 1 h; inhibition, % at 21.7 µM; 220,000 compounds, 0.71% hits; P63103;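 active = inhibition above about 70%, limit read from the data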;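 note: 0% = full 14-3-3 plus peptide FRET controls and 100% = background without 14-3-3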
hK5 inh – inhibitors of human kallikrein 5; Q9Y337; recombinant hK5, fluorogenic AMC substrate cleavage; inhibition, % at 5 µM; 210,000 compounds, 0.59% hits; AID 873;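 active = inhibition of 40% or more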;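 note: 0% = enzyme controls without compound and 100% = no-enzyme blanks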
Thrombin inh – thrombin (human) inhibition. inhibition, % at 5 µM. P00734. 220,000 compounds, 0.26% hits. alpha-thrombin, Boc-VPR-AMC fluorogenic substrate cleavage;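 active = inhibition at or above 40%; inactive = inhibition below 40%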;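 note: 0% = enzyme with no compound and 100% = wells without enzyme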
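signal = AMC fluorescence, 355/460 nm | material = human alpha-thrombin enzyme | control set = enzyme without compound as high, wells lacking enzyme as low | times = reaction at room temperature | read-out basis = percent inhibition scaled between no-compound controls and no-enzyme blanks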
Furin inhibitor – blocks human furin protease activity. P09958. inhibition, % at 30 µM. 220,000 compounds, 0.061% hits. purified furin, fluorogenic substrate cleavage; in the data active = inhibition above about 25%; note: inactives centre near -15
eIF4E 4G PPI – blocks eIF4E binding to eIF4G | P63073+Q04637 | TR-FRET eIF4E-eIF4GI(517-606) binding, 2 h | inhibition, % at 21.7 µM | 220,000 compounds, 0.37% hits | AID 782;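 note: 0% = full FRET control wells and 100% = background wells lacking eIF4GI fragment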
Cl transport mod – modulates chloride dependent transport by human KCC2. KCC2 cells, thallium flux FluoZin-2 fluorescence. B-score of Tl+ flux slope (higher = more flux/activation; lower = inhibition) at 10 µM. 190,000 compounds, 2.2% hits. AID 1456;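 active = thallium flux slope and its plate-corrected score both differing from the plate sample mean at a set confidence after two filtering rounds, in either direction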;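 note: slope of fluorescence scaled to starting intensity during 10 to 20 s after thallium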
Target sequence (Q9H2X9 whole entry, looked up): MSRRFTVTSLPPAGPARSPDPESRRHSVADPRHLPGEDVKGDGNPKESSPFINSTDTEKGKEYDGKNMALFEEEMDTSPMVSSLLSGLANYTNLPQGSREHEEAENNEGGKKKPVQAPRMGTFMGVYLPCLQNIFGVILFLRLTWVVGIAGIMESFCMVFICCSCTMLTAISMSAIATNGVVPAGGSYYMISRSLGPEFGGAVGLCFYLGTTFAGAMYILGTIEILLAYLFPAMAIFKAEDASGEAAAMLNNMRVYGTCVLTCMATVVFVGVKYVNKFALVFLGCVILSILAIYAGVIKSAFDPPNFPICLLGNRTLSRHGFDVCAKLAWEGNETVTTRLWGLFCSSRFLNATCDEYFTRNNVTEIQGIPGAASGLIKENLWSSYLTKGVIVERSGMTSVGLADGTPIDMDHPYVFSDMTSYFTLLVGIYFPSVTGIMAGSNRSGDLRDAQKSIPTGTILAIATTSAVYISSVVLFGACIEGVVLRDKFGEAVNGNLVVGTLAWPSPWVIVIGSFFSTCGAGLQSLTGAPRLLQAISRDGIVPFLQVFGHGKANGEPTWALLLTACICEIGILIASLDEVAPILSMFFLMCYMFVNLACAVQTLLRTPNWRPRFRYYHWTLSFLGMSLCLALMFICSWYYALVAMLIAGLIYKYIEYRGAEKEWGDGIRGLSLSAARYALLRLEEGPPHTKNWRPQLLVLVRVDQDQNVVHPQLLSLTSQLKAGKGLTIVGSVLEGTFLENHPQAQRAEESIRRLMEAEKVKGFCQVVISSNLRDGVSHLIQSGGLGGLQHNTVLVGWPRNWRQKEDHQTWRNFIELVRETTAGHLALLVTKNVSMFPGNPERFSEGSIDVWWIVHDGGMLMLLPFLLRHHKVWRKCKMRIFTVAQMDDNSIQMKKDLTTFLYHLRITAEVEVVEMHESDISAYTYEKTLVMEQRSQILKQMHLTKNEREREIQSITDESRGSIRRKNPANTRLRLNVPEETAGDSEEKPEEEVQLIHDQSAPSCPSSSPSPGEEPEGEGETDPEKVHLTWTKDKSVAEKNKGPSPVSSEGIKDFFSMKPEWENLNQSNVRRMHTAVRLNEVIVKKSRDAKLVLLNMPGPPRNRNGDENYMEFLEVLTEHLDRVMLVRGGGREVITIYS
Rad51 HR inh – Rad51 (human) homologous recombination inhibition; Q06609; hRad51 DNA strand exchange, fluorescence dequenching; inhibition, % at 10 µM; 200,000 compounds, 0.085% hits;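 active = inhibition above 40% at the single screening dose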;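 note: 0% = DMSO control wells and 100% = blanks with heterologous ssDNA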
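System: human Rad51 nucleoprotein filaments preassembled on unlabelled ssDNA. Reagent: labelled 47-mer dsDNA for strand exchange. Schedule: 30-min compound preincubation and 15-min exchange, both room temperature. Measured by: FRET fluorescence dequenching, excitation 485 nm, emission 520 nm. Read-out: Fluorescence-based percent inhibition, control- and blank-normalised. Benchmarks: plate controls and plate blanks.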
EBV gp42 block – inhibitors of Epstein-Barr virus glycoprotein 42; Q1HVG2; Fluorescence polarization binding assay, mP read-out; inhibition, % (tested at 21.74 µM); 220,000 compounds, 0.42% hits; AID 1085; in the data active = inhibition above about 50%
NCF1 inh – inhibitors of human p47phox binding; inhibition, % at 24.7 µM; 220,000 compounds, 0.53% hits; AID 1274; p47phox/p22phox peptide binding, fluorescence polarization, 2 h; P14598;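 note: 0% = p47phox with labelled peptide and 100% = labelled peptide alone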
* marks the source's active call; other numbers are inactive results; / = no result given; [ ] = another dose, or the depositor's remark.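 Rule for the calls, unless noted: active = inhibition above about 30% (limit read from the data); inactive = the rest.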

A first look, 2 compounds:
SMILES	14-3-3 Bad PPI	hK5 inh	Thrombin inh	Furin inhibitor	eIF4E 4G PPI	Cl transport mod	Rad51 HR inh	EBV gp42 block	NCF1 inh
COc1ccc(CN=C(NS(=O)(=O)c2cccs2)SC)cc1	5[fluorescence artefact?]	5	-9	-10	3	-0.23	-5	-26	-1
Cc1ccc(-c2nc(C3CCCN(S(=O)(=O)c4ccc(C)cc4)C3)no2)cc1 (stereo not drawn)	-12	6	-5	-12	2	/	3	-11	-15

Main list (from the top)
SMILES	14-3-3 Bad PPI	hK5 inh	Thrombin inh	Furin inhibitor	eIF4E 4G PPI	Cl transport mod	Rad51 HR inh	EBV gp42 block	NCF1 inh
COc1ccc(CN=C(NS(=O)(=O)c2cccs2)SC)cc1	5[fluorescence artefact?]	5	-9	-10	3	-0.23	-5	-26	-1
Cc1ccc(-c2nc(C3CCCN(S(=O)(=O)c4ccc(C)cc4)C3)no2)cc1 (stereo not drawn)	-12	6	-5	-12	2	/	3	-11	-15
O=C(Cc1ccccc1[N+](=O)[O-])NCc1ccc(Cl)cc1	2	-14	-8	-19	-6[fluorescence artefact?]	1.5	5	5	-6
O=C(CCc1ccc(S(=O)(=O)NCc2ccccc2)cc1)NCc1ccco1	-1	-9	-4	-30	-1	-0.06	1	-4	-2
FC(F)(F)c1cccc(NC(=S)N2CCCCCC2)c1	-9	0	-2	-25	5	0.088	3	-15	-9
Cc1cc(C)cc(NC(=O)C(Sc2nnc(C)c(=O)[nH]2)c2ccccc2)c1 (stereo not drawn)	0	-4	0	-19	-1	-0.95	-2	-16	-5
C=CCn1c(=O)c2ccc(C(=O)NCc3ccccc3)cc2n(Cc2ccccc2Cl)c1=O	-7[fluorescence artefact?]	-12	-6	-6	-5	0.086	5	-15	-6
Cc1ccccc1NC(=O)Cn1nnc(-c2ccc(CN3CCC(C)CC3)cc2)n1	2	5	4	-20	-7	0.81	7	-20	-15
COc1ccccc1NS(=O)(=O)c1cccc(NC(=S)NCCN2CCOCC2)c1	-14	-7	1	-15	-6	1.1	/	-1	0
CC(C)N(C(=O)CSc1nnc(NC(=O)c2ccco2)s1)C(C)C	13	10	-7	-1	-1	0.88	-1	-13	-5
C/C(=N\NC(=O)CCc1ccccc1)C1C(=O)c2ccccc2C1=O	-36	-7	-13	-15	2	-1.9	-11	-18	-7
CCN(CC)S(=O)(=O)c1ccc2c(c1)c(=O)c(C(=O)N1CCN(c3ccccc3)CC1)cn2C	-3	-7	4	-16[20 µM]	-1	-0.5	-4	-10	0
O=C(Nc1ccccc1F)c1cc(S(=O)(=O)N2CCCCC2)cs1	-10	-12	3	-32[20 µM]	8	-0.091	-9	-21	-4
CCN(CC)CCN1C(=O)c2ccccc2NC1c1cccc(F)c1 (stereo not drawn)	-1	-31	-5	-45	-1	-1	-1	-11	-9
C=CCn1c(SCc2ccc(C(=O)OC)cc2)nnc1-c1sc(N)nc1C	11	20	-2	-16	-2	0.62	/	-3	-2

Record cards (already shown). Order of values: 14-3-3 Bad PPI, hK5 inh, Thrombin inh, Furin inhibitor, eIF4E 4G PPI, Cl transport mod, Rad51 HR inh, EBV gp42 block, NCF1 inh
Profile of `O=C(Cc1ccccc1[N+](=O)[O-])NCc1ccc(Cl)cc1` : 2, -14, -8, -19, -6[fluorescence artefact?], 1.5, 5, 5, -6
Profile of `O=C(Nc1ccccc1F)c1cc(S(=O)(=O)N2CCCCC2)cs1` : -10, -12, 3, -32[20 µM], 8, -0.091, -9, -21, -4
Profile of `Cc1cc(C)cc(NC(=O)C(Sc2nnc(C)c(=O)[nH]2)c2ccccc2)c1` (stereo not drawn) : 0, -4, 0, -19, -1, -0.95, -2, -16, -5
Profile of `Cc1ccc(-c2nc(C3CCCN(S(=O)(=O)c4ccc(C)cc4)C3)no2)cc1` (stereo not drawn) : -12, 6, -5, -12, 2, /, 3, -11, -15
Profile of `CCN(CC)CCN1C(=O)c2ccccc2NC1c1cccc(F)c1` (stereo not drawn) : -1, -31, -5, -45, -1, -1, -1, -11, -9

(listing goes on)
SMILES	14-3-3 Bad PPI	hK5 inh	Thrombin inh	Furin inhibitor	eIF4E 4G PPI	Cl transport mod	Rad51 HR inh	EBV gp42 block	NCF1 inh
c1ccc(COc2ccc(CNn3cnnc3)cc2)cc1	3[fluorescence artefact?]	-9	1	-1[20 µM]	-17[fluorescence artefact?]	0.63	-3	-18	-14
O=C(CSc1ccc2c(c1)OCCO2)NCc1ccccc1	-5	-15	0	-14	5	0.35	0	-6	-11
O=C(c1cnccn1)N1CCN(S(=O)(=O)c2ccc3ccccc3c2)CC1	-9[fluorescence artefact?]	7	0	-11[20 µM]	2	/	-1	-14	-7
CC(=O)c1c(C)[nH]c(C(=O)NCCc2cccc(C)c2)c1C	0[fluorescence artefact?]	-15	-2	-16	-2[fluorescence artefact?]	/	-1	-23	-14
Cc1nc2c(ncn2-c2ccccc2)c(=O)n1NC(=O)CN1CCN(C)CC1	1	-1	-2	-2	-1	1	11	-17	-3
COc1ccc(C(=O)Nc2ccc(C3CC3(Cl)Cl)cc2)cc1 (stereo not drawn)	-2	-4	-3	-28	2	/	/	-6	4
COc1cccc2c(=O)cc(C)n(CC(=O)Nc3ccc(Br)cc3)c12	20	-2	-4	-19	0	-0.49	17	-12	6
O=C(CC(Sc1ccccc1)c1cccs1)c1ccco1 (stereo not drawn)	0	-9	-4	-16	1	-0.49	-8	4	5
CCc1cc2c(=O)c(-c3cnn(-c4ccccc4)c3)c(C)oc2cc1OCC(=O)Nc1cccc(C)c1	38	-6	-2	3	-8	0.47	16	-53	8
CCN1CCN(c2ccc(NC(=O)c3ccc([N+](=O)[O-])o3)cc2Cl)CC1	13	-11	5	-2	6	-1.5	10	-6	11
COc1ccc(N/C(N)=N/c2nc(CSc3ccc(Cl)cc3)cc(=O)[nH]2)cc1	14	18	1	-17[20 µM]	-2	1.4	9	-14	-8
CCOC(=O)Cn1nc(-c2ccccc2)c2cnc3ccc(C)cc3c21	68[fluorescence artefact?]	-4	1	-49	5[fluorescence artefact?]	-0.74	/	-4	4
COCCN(C(=O)CSc1nc2ccccc2c(=O)n1C(C)COC)c1c(N)n(Cc2ccccc2)c(=O)[nH]c1=O (stereo not drawn)	-14	0	-4	-19	3	1.6	-1	-6	-9
CCCn1c(=O)c(C(=O)Nc2ncccc2C)c(O)c2ccccc21	-34	0	-9	-31	-6	0.2	2	-7	-3
COc1ccc(C2C=C(c3ccc(Br)cc3)Nc3nc(NS(C)(=O)=O)nn32)cc1 (stereo not drawn)	2	-92	-5	-9[20 µM]	-1	/	/	81*	-12
O=C(NC12CC3CC(CC(C3)C1)C2)N1CCCC(CO)C1 (stereo not drawn)	7[fluorescence artefact?]	7	3	-29[20 µM]	4	0.067	3	-5	-3
O=C(O)c1cccc(N/N=C/c2cc(Br)cc(Br)c2O)c1	-1	3	-6	-10	10	-3.3	2	5	-48
CCCCNc1c([N+](=O)[O-])ncn1C	-2	0	-1	-17	2	-0.12	17	-12	-3
COc1ccc(Br)cc1CSC(=N)N	-4	1	-1	-12	-1	0.99	3	0	-4
CS(=O)(=O)N1CCN(C(=O)c2ccc(F)cc2)CC1	0	-19	4	-28	-4	0.1	-5	-15	-15
N#Cc1c(-c2ccco2)cc(-c2cccnc2)nc1N	16	-1	1	-16	7	/	-13	2	-14
CSc1nc2sc3c(c2c(=O)[nH]1)CCC3	-14	-8	3	-9	1	0	-4	-11	-11
COc1ccc(OCC(O)CNC(=O)c2sccc2Cl)cc1 (stereo not drawn)	-12	0	0	-22	-2	-0.32	25	11	-5
Cc1nc(N)sc1N=Nc1ccc(F)cc1	2[fluorescence artefact?]	-10	1	-12[20 µM]	-1[fluorescence artefact?]	-0.35	1	-18	-35
CSc1ccc(S(=O)(=O)Nc2ccc(F)cc2)cc1	-9	-2	3	-22[20 µM]	3	0.028	3	0	-12
COc1ccc(/C=C/C(=O)OC2CCCCC2CN(C)C)cc1 (stereo not drawn)	-1	-3	-6	-2	-9	-0.8	-3	-8	-5
Cc1cccc(OCCNC(=O)c2cc(-n3cnnc3)ccc2Cl)c1	0	-17	-3	-10[20 µM]	-8	/	1	-12	-4
Cc1ccccc1-n1c(SC(C)C(N)=O)nnc1-c1cccnc1 (stereo not drawn)	5[fluorescence artefact?]	-3	4	-22	1	/	-9	-20	-16
COc1cc(C2C(C(=O)c3cccs3)=C(O)C(=O)N2c2cc(C)on2)ccc1O (stereo not drawn)	22[fluorescence artefact?]	-23	-11	6	10	0.045	5	0	-17
CCOC(=O)/C(N=Nc1ccc2c(c1)OCO2)=C(\C)O	-6	-1	-20	-17	-3	-0.00022	-6	-19	-7
Cc1cc(C(=O)NNc2c(Cl)cccc2Cl)no1	-11	-3	-6	-13	0	0.055	14	-4	-3
COc1ccc(-c2ccc(C)cc2)cc1[C@H]1[C@H]2C=CC[C@@H](C)[C@@H]2C(=O)N1Cc1ccccc1	-2	2	1	-17	-4	-0.84	3	-16	1
O=C(Nc1ccc(Cl)c(C(F)(F)F)c1)NC1CC2CCCC(C1)N2Cc1ccccc1 (stereo not drawn)	-14	-5	-10	-28	4	-0.17	5	-12	-44
O=C1CCC(C(=O)Nc2ccccc2N2CCOCC2)=NN1	0	1	-5	-11	3	0.35	-12	-20	-3
Cc1cccc(OCc2nnc(SCC(=O)Nc3ccc(C)c(Cl)c3)o2)c1	30	-11	2	-27	4	1.2	3	-22	-15
O=C1Nc2c(ccc(Cl)c2Cl)C(=O)C1(F)c1ccccc1 (stereo not drawn)	-1	-6	-3	-12	-3	-1.3	-9	-5	-5
Cc1ccc(NC(=O)CC(=O)Nc2ccc(C)cc2)cc1	-5	-5	-8	-14	1	-1.3	/	-8	3
Clc1cccc(-c2ccc(CNCCCN3CCOCC3)o2)c1	-3	/	-5	-14	4	-0.0027	-5	-11	-4
N#CC1=C(N)Oc2[nH]c(=S)[nH]c(=O)c2C12C(=O)Nc1ccccc12 (stereo not drawn)	-14	-8	-5	-19	1	1.2	14	-6	-15
COc1cc(/C=N/NC(=S)NCCN2CCOCC2)cc(OC)c1OC	-14	-20	-2	5	3	0.38	-3	-10	-5
O=C(CN1C(=O)/C(=C2\SC(=S)N(C3CCS(=O)(=O)C3)C2=O)c2ccccc21)Nc1ccccc1 (stereo not drawn)	81*[fluorescence artefact?]	-5	3	-5	11	-0.051	-1	43	69*
CC(=O)NNC(=O)c1[nH]c2ccc(Cl)cc2c1-c1ccccc1	3	-2	-8	-21	3	1.5	/	-3	-12
Cc1ccc(NC(=O)c2cc(NC(=O)c3ccco3)ccc2N2CCOCC2)cc1	5	-1	-2	-21[20 µM]	5	0.32	-4	-14	-11
O=C(NCCc1ccccc1)c1oc2ccccc2c1COc1ccccc1	-15	-18	-7	-3	0	-0.12	3	5	-8
CC(=O)c1ccc(-n2nnnc2SCC(=O)Nc2cccc(NC(=O)c3ccco3)c2)cc1	-6	-8	-3	-15[20 µM]	-20	-0.075	-6	-12	-10
O=S(=O)(NCCOc1ccccc1)c1ccc2ccccc2c1	-4	-6	1	-21[20 µM]	-1	0.087	-3	4	-15
CC(C)(C)NC(=O)N1CCN(c2ncccc2C(F)(F)F)CC1	-4	-7	-1	-17	-2	-0.039	3	-4	-13
Cc1ccc2oc(=O)c3cc(C(=O)Nc4cc(-c5cccc(F)c5)no4)sc3c2c1	8	-11	2	-16	5	0.93	/	27	-4
CCOC(=O)N1CCN(C(=O)CSc2ncnc3ccccc23)CC1	4	9	-2	-9	-2	-0.74	-1	-2	-1
CC(C)[C@H](NC(=O)CCCn1nnc2ccccc2c1=O)C(=O)O	1	0	1	-15	0	1.4	21	-14	-10
CC1=C(C#N)C(c2ccccc2O)C(C#N)=C(C)N1	-8	-3	-7	-21	3	-1.1	-3	-19	-9
CC(C)CNC(=O)Nc1ccccc1F	-2	1	-3	-24	4	0.43	3	-7	-2
